# Bioassay records (PubChem BioAssay)
# Bim-Bcl-W: inhibitors of Bim binding to Bcl-W, primary screen, biochemical, multiplexed, bead-based flow cytometry. Bcl-2-like protein 2 (Homo sapiens), Q92843. Bim peptide-Bcl-W binding. inhibition, % at 10 µM. actives 0.02% (n = 190,000). AID 952, 2007;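 note: 0% = bound tracer without compound and 100% = peptide blocker; higher means less fluorescent Bim peptide bound to Bcl-W beads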
# Target sequence (Q92843 whole entry, looked up): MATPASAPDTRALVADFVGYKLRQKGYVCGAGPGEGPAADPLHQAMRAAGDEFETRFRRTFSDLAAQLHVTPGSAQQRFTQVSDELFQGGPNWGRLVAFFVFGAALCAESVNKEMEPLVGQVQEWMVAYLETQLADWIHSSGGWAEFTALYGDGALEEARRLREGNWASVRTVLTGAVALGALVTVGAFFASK
# Bfl-1 Bim block: inhibitors of Bim binding to Bfl-1, primary screen, biochemical, multiplexed, bead-based flow cytometry; Bcl-2-related protein A1 (Homo sapiens), Q16548; Bim-Bfl-1 binding inhibition; inhibition, % at 10 µM; actives 0.12% (n = 190,000);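 note: 0% = wells without compound plus tracer and 100% = blocker peptide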
# ABCB1 block: ABCB1 efflux pump inhibitors, primary screen, cell-based, multiplex, flow cytometry, ABCG2 counter-screen; CCRF-Adr cells, JC-1 efflux; inhibition, % at 6.6 µM; actives 0.067% (n = 190,000); AID 1326, 2008; in the data active = inhibition above about 40%;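 note: 0% = vehicle and 100% = reference inhibitor; higher value means more JC-1 retained so stronger ABCB1 efflux block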
# ABCG2 inh: ABCG2 efflux pump inhibitors, primary screen, multiplex with ABCB1, IgMXP3 cells, flow cytometry. Broad substrate specificity ATP-binding cassette transporter ABCG2 (Homo sapiens), Q9UNQ0. actives 0.1% (n = 190,000). inhibition, % at 6.6 µM. AID 1325, 2008. JC-1 efflux;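 active = inhibition above 80%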;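 note: 0% = DMSO and 100% = nicardipine control wells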
# Target sequence (Q9UNQ0 whole entry, looked up): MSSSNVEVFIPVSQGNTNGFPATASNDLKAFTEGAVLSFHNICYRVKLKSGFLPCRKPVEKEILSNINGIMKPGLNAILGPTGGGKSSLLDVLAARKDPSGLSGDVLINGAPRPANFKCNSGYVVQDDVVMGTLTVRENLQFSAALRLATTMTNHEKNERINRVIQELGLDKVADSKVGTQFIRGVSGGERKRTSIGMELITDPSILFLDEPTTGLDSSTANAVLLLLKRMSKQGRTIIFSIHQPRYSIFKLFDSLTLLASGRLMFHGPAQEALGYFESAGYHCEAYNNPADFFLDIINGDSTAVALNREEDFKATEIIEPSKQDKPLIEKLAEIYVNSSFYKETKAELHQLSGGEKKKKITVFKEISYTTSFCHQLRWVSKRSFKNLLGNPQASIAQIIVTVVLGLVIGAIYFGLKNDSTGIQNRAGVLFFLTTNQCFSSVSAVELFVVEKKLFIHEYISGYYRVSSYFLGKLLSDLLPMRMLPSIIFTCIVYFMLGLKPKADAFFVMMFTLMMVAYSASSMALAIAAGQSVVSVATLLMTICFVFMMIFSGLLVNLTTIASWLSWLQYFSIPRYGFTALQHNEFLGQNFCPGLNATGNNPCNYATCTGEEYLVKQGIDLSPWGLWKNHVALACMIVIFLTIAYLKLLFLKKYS
#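 Test system: IgMXP3 (ABCG2) plus far-red-tagged CCRF-Adr (ABCB1) cells. Reagent: JC-1 dye as substrate. Timing: 10 min exposure at 25 °C with rotation, no wash. Measured by: flow cytometric JC-1 green MFI at 530 nm. Read-out: percent efflux inhibition, scaled nicardipine 100% to DMSO 0%. Control set: nicardipine and DMSO wells.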
# GSH bead fluor: compound fluorescence on glutathione beads, profiling panel, artefact control, biophysical, 488/530 nm, flow cytometry; GSH beads flow cytometry, compound fluorescence 488/530 nm; active compounds read high; fluorescence (KMESF) at 10 µM; actives 0.25% (n = 190,000); in the data active = fluorescence above about 89;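 note: glutathione beads carrying GST-tagged Bcl family fusion proteins plus one bare bead set; values are compound well signal with DMSO vehicle wells as background; inactives centre near 16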
# Bcl-XL Bim block: inhibitors of Bim-Bcl-XL binding, primary screen, biochemical, multiplexed, bead flow cytometry, human Bcl-XL | inhibition, % at 10 µM | Bim peptide-Bcl-XL binding, fluorescence | actives 0.04% (n = 190,000)
# Target sequence (Q07817 whole entry, looked up): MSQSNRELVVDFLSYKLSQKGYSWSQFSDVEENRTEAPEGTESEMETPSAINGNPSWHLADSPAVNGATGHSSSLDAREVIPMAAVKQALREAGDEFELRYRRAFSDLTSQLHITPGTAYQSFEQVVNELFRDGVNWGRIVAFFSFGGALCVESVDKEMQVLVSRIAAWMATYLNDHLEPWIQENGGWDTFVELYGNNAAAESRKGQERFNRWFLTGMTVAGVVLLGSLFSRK
# Bim-Bcl-2: inhibitors of Bim-Bcl-2 binding, primary screen, biochemical, multiplexed, human Bcl-2 family; inhibition, % at 10 µM; actives 0.06% (n = 190,000); Bead-based flow cytometry, Bim peptide-Bcl-2 binding; Apoptosis regulator Bcl-2 (Homo sapiens), P10415; in the data active = inhibition above about 40%; inconclusive = no clear call, values can overlap the other calls;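 note: 0% = no compound wells with probe peptide and 100% = reference peptide inhibitor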
# RGS4-Gao reg: modulators of RGS4 binding to Galphao, primary screen, biochemical, multiplexed bead flow cytometry; binding response (% of control), % at 10 µM; actives lie on both sides; actives 0.33% (n = 220,000); Guanine nucleotide-binding protein G(o) subunit alpha (Homo sapiens), P09471; in the data active = binding response below about 49% or above about 150%; inactive = in between;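 note: fluorescent Galphao activated with aluminum fluoride binding bead-coupled RGS4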
# RGS7-Gao reg: RGS7-Galphao binding modulators, primary screen, biochemical, multiplexed bead flow cytometry; Guanine nucleotide-binding protein G(o) subunit alpha (Homo sapiens), P09471; actives lie on both sides; binding response (% of control), % at 10 µM; actives 0.35% (n = 220,000); in the data active = binding response below about 49% or above about 150%; inconclusive = no clear call, values can overlap the other calls; inactive = in between;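 note: fluorescent Galphao held in activated GDP-AlF4 state binding bead-coupled RGS7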
# RGS8-Gao: RGS8-Galphao binding modulators, primary screen, biochemical, multiplexed bead flow cytometry. actives lie on both sides. response (percent of control binding), % at 10 µM. actives 0.34% (n = 220,000). AID 1423, 2008; in the data active = response below about 60% or above about 140%; inactive = in between;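 note: Galphao activated as the GDP aluminium fluoride complex binding bead-coupled RGS8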
# Bim-Bcl-B: inhibitors of Bim-Bcl-B binding, primary screen, biochemical, multiplexed, human Bcl-2 family; Bcl-2-like protein 10 (Homo sapiens), Q9HD36; bead-based flow cytometry, Bim peptide-Bcl-B binding; inhibition, % at 10 µM; actives 0.073% (n = 190,000); AID 951, 2007;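 note: 0% = tracer peptide without compound and 100% = reference inhibitor peptide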
# Active calls of the source: *; u = inconclusive; x = not tested or not shown. Cut-off read from the data, not from the text of the source, unless noted: active = inhibition above about 40%.
SMILES,Bim-Bcl-W,Bfl-1 Bim block,ABCB1 block,ABCG2 inh,GSH bead fluor,Bcl-XL Bim block,Bim-Bcl-2,RGS4-Gao reg,RGS7-Gao reg,RGS8-Gao,Bim-Bcl-B
CC1(C)C(=O)Nc2ccccc2N1C(=O)COC(=O)C12CC3CC(CC(O)(C3)C1)C2,5,-7,-0.1,0,8,-4,0,88,92,101,-1
CCCCNC(=O)N1CCN(C(=O)C2CCCO2)CC1 (stereo not drawn),0,-2,1.8,4,12,-4,1,107,103,104,-4
O=C(COC(=O)CNC(=O)c1ccccc1)Nc1ccc(S(=O)(=O)N2CCOCC2)cc1,-3,-3,0.0,0,16,-5,-6,102,105,102,0
CCOc1ccc(/C=N/NC(=O)C(=O)NCc2ccco2)cc1,-5,-6,-0.1,-1,15,-8,-3,101,102,102,-5
Cc1nn(Cc2ccccc2)c(C)c1C(=O)NCCN1C(=O)S/C(=C\c2ccccc2)C1=O,-6,-10,1.5,24,15,-4,-7,101,105,101,-7
Cn1c(=O)c2cc(S(=O)(=O)NC(C(=O)NC3CCCCC3)c3ccccc3)ccc2n(C)c1=O (stereo not drawn),3,-7,-2.3,-2,19,0,-4,99,96,99,-3
CC(C)C(=O)NC(NC(=S)NC1CCS(=O)(=O)C1)C(Cl)(Cl)Cl (stereo not drawn),-2,-2,0.2,1,18,-2,-2,107,106,103,-3
COc1ccc(/C=N/NC(=O)CN2CCSCC2)c(OC)c1,2,0,1.8,12,12,2,0,96,98,100,1
CN(C)CCNC(=O)c1sc2cccc(F)c2c1Cl,-2,-7,0.2,1,16,-6,-7,107,u,103,-8
N#CCc1nn2c3c(cnc2c1C#N)C(=O)CCC3,0,0,0.5,6,18,-1,0,105,u,102,-2
O=C(O)CS(=O)(=O)CC(=O)O,0,-13,0.4,1,17,-9,-10,106,102,106,-7
Cc1ccccc1-n1c(C)nnc1SCC(=O)NNC(=O)c1ccccc1,-2,-18,0.8,6,15,-2,-13,99,96,100,-5
Cc1nc(NC(=O)c2csc3ccccc23)sc1C,-7,-6,-1.3,1,18,-11,-5,103,107,101,-8
COC(=O)c1c(NC(=O)C2COc3ccccc3O2)sc2c1CCN(Cc1ccccc1)C2 (stereo not drawn),-7,-2,6.5,38,12,-11,-9,102,102,103,-12
O=C(NCCCn1ccnc1)c1cc(-c2ccncc2)nc2ccccc12,-4,-6,-0.3,0,61,-1,-7,101,99,100,-8
Cc1cccc(OP(=O)(Nc2c(C)n(C)n(-c3ccccc3)c2=O)Oc2cccc(C)c2)c1,0,0,0.7,-4,8,1,3,100,98,98,-2
O=C(NCCOc1nc(N2CCOCC2)nc(N2CCOCC2)n1)Nc1ccccc1,0,-1,0.0,2,13,-1,-2,103,104,115,-1
COc1ccccc1N(C(=O)c1ccncc1)c1nc(-c2ccc([N+](=O)[O-])cc2)cs1,0,8,x,9,9,-3,0,93,92,81,-3
Cc1ccc(N2C(=O)c3sc4nnc(C)c(=O)n4c3C2=O)cc1,-3,-3,0.2,5,12,1,-4,100,102,99,-5
S=C(NCCCN1CCOCC1)Nc1ccc(-c2nc3ccccc3[nH]2)cc1,-5,8,-0.5,0,11,-10,-5,93,u,90,-47
CC1(C)CC2CC(C)(CN2C(=S)Nc2ccccc2F)C1 (stereo not drawn),-5,-8,0.2,1,18,0,-5,101,u,99,-4
O=C(CSc1nnc(-c2cccnc2)o1)OC1CCCCC1,2,-11,0.8,6,62,-14,-6,100,104,105,-6
COc1ccc(S(=O)(=O)Oc2ccc3c(c2)O/C(=C\c2cccnc2)C3=O)cc1,6,-7,1.2,5,48,-16,-5,93,92,98,-7
COCCn1c(SCc2ccc(C(=O)OC)o2)nnc1-c1c[nH]c2ccccc12,-7,-7,0.1,2,16,-11,-9,101,99,104,-12
CN(C)CCNC(=S)Nc1ccc(F)c(F)c1F,0,-2,-0.2,2,12,0,-1,101,97,101,-7

# The list continues.
SMILES,Bim-Bcl-W,Bfl-1 Bim block,ABCB1 block,ABCG2 inh,GSH bead fluor,Bcl-XL Bim block,Bim-Bcl-2,RGS4-Gao reg,RGS7-Gao reg,RGS8-Gao,Bim-Bcl-B
Cc1ccc(Oc2cc(N3CCOCC3)nc(-c3ccccc3)n2)cc1,-1,-3,0.1,1,12,0,-6,103,101,110,-5
Cc1cc2ccccn2c1C(=O)c1nc(NCc2ccccc2)ncc1Cl,0,-3,-2.0,-6,16,-3,-3,102,104,105,-4
N#CC1=C(N)C(C#N)(C#N)C(c2cccnc2)C2CC(c3ccccc3)CC=C12 (stereo not drawn),-3,0,0.2,0,26,-1,3,99,96,98,-4
CCC(CC)C1C(C#N)=C(N)Oc2cc(C)oc(=O)c21 (stereo not drawn),0,-10,0.4,0,4,-2,-8,90,90,93,27
c1ccc(-c2cc(N3CCCCC3)c3ccccc3n2)cc1,-4,7,1.6,12,13,-7,-6,104,108,107,-8
CCC1CCCCN1Cc1nc2c(c(=O)n(C)c(=O)n2C)n1Cc1ccccc1 (stereo not drawn),2,-13,0.4,1,22,-4,-8,99,96,100,-2
Cc1ccc(NC(=O)/C(C#N)=C/c2ccc(Sc3nc(C)cc(C)n3)o2)cc1,1,2,0.2,1,x,-2,0,99,98,97,-4
O=C(c1ccccc1)c1cccc(NC(=O)c2ccc(Br)o2)c1,16,6,1.0,4,3,14,10,110,107,116,2
NC(=O)CN1CCOCCOCCN(CC(N)=O)CCOCC1,-3,0,0.3,1,14,-3,0,104,96,98,-10
CN(CCNC(=O)CCCOc1cc(=O)n(C)c2ccccc12)Cc1ccccc1,-3,-1,0.3,3,11,-3,-1,107,104,104,-3
Cc1cccc(N2CC(=O)N(c3cccc(C)c3)CC2=O)c1,0,-1,0.1,1,6,0,0,107,99,102,1
O=C(COC(=O)CCCc1nc2ccccc2s1)NC(=O)NCc1ccco1,-4,-5,0.0,5,14,-7,-6,101,99,101,-5
O=C(COC(=O)Cc1ccccc1F)Nc1cc(S(=O)(=O)N2CCOCC2)ccc1N1CCCC1,-3,-12,0.7,1,15,-7,-5,101,103,99,-8
CCOc1cc(-c2nc(-c3ccc(OC)cc3)no2)cc(OCC)c1OCC,1,-10,1.3,6,24,-3,-7,101,99,101,-8
CCn1ccnc1CN(C)C(=O)CC1C(=O)NCCN1Cc1c(F)cccc1Cl (stereo not drawn),4,-4,-0.1,3,16,-3,-4,92,89,97,-4
Fc1cccc(Cl)c1Cn1nnc(-c2ccc(N3CCOCC3)cc2)n1,7,-11,0.2,1,33,6,-5,103,101,99,-4
Cc1c(NC(=O)c2n[nH]c(=O)c3ccccc23)c(=O)n(-c2ccccc2)n1C,-2,-14,-0.7,-1,27,-7,-9,95,92,102,-7
O=C(CC12CC3CC(CC(C3)C1)C2)NC(Cc1ccccc1)C(=O)O (stereo not drawn),-3,-7,0.0,-1,16,-6,-6,100,u,99,-3
O=C(Cc1ccc(Br)cc1)NC1CCSC1=O (stereo not drawn),0,-1,-0.2,2,25,-4,-1,102,102,102,-7
Cc1noc(C)c1C(=O)N1CCC(CO)(Cc2ccccc2)CC1,-5,-6,0.6,0,11,-6,-5,102,104,100,-4
CC(=O)N/C(=C/c1ccc2c(c1)OCO2)C(=O)Nc1ccccc1,-4,-11,0.1,2,10,-8,-5,97,98,98,-7
COc1ccc(NS(=O)(=O)c2ccc(Cl)c(C(=O)O)c2)cc1S(=O)(=O)N1CCCCC1,-7,-7,0.3,-3,11,-7,-8,95,94,97,-6
Cc1ccc2c(c1)N(C(C)C(=O)NCCc1ccccc1)C(=O)CO2 (stereo not drawn),3,-4,0.7,2,41,4,-4,99,102,98,-6
O=C(NC1CCSC1=O)c1cccc(C(=O)NC2CCSC2=O)c1 (stereo not drawn),0,-14,0.0,1,35,-5,-10,106,102,108,-8
Cc1ccc2c(c1)[nH]c1c(=O)n(CCN3CCCCC3)cnc12,-2,0,0.2,2,16,2,-1,105,104,103,2

# Sorted by value in Bfl-1 Bim block (smallest number first): 3 from the list above
compound | Bfl-1 Bim block
O=C(COC(=O)CCCc1nc2ccccc2s1)NC(=O)NCc1ccco1 | -5
CCn1ccnc1CN(C)C(=O)CC1C(=O)NCCN1Cc1c(F)cccc1Cl (stereo not drawn) | -4
Cc1ccc2c(c1)[nH]c1c(=O)n(CCN3CCCCC3)cnc12 | 0

# Some values from the list:
# O=C(c1ccccc1)c1cccc(NC(=O)c2ccc(Br)o2)c1 in Bim-Bcl-2 → 10
# Cc1ccc(NC(=O)/C(C#N)=C/c2ccc(Sc3nc(C)cc(C)n3)o2)cc1 in RGS8-Gao → 97

# Following part.
SMILES,Bim-Bcl-W,Bfl-1 Bim block,ABCB1 block,ABCG2 inh,GSH bead fluor,Bcl-XL Bim block,Bim-Bcl-2,RGS4-Gao reg,RGS7-Gao reg,RGS8-Gao,Bim-Bcl-B
C1CCN(C2CCN(c3nc4nonc4nc3N3CCSCC3)CC2)C1,0,-1,0.2,1,15,-5,-1,102,102,101,-3
CCOC(=O)Cc1csc(SCC(=O)Nc2cc(Cl)ccc2Oc2ccccc2)n1,0,-1,1.0,2,16,-1,-2,100,99,100,0
COC(=O)c1ccc(NC(=O)CN(c2ccc(C)cc2)S(=O)(=O)c2c(C)nn(C)c2C)cc1,4,-11,0.3,0,58,-9,-6,106,100,102,-7
Nc1nnc(SCc2nnc(-c3ccccc3)o2)s1,-2,-3,0.4,1,18,-3,-1,85,94,90,-2
O=C(Nc1ccn(Cc2cccc3ccccc23)n1)c1cccnc1,0,-7,1.1,15,16,0,-6,101,u,101,-3
COc1cc2[nH]c(=O)n3nc(-c4ccccc4)nc3c2cc1OC,4,-9,-0.9,2,21,8,-3,98,96,101,5
Cc1cccc(NC(=S)NCc2cccs2)c1C,1,-12,0.4,2,14,-5,-9,98,97,100,-8
O=C1CC(NCc2ccncc2)C(=O)N1c1ccc(Cl)cc1 (stereo not drawn),0,-1,0.4,2,24,4,3,100,100,102,0
CSc1ccccc1C(=O)NCCCOC(C)C,0,0,0.0,0,20,2,1,102,101,104,0
CCn1c(SCC(=O)Nc2cc(C)c(Cl)cc2OC)nnc1-c1ccco1,-1,-13,1.1,10,42,0,-7,98,96,100,-9
O=C(NC1CCCCCC1)C1c2ccccc2C(=O)N1C1CC1 (stereo not drawn),-3,-2,-0.3,-3,26,-3,-1,103,101,100,-1
COCCCn1c(SCC(=O)Nc2ccc3c(c2)OCCO3)nnc1-c1ccoc1C,1,-3,0.0,0,64,0,0,99,100,100,-2
Cc1cc(C)n(C(=O)Cn2nc(C(F)F)cc2C)n1,-6,-3,0.9,3,14,-6,-2,88,88,96,-7
